G9a inh – blocks human histone lysine methyltransferase G9a | Potency, µM (top dose mostly 102 µM), for inactives: at the top dose activity, negative = inhibition, usual class: inhibitors | G9a H3K9 monomethylation, AlphaScreen, 2 h | AID 504332 | hit rate 8.8% among 350,000; also: potency is read from the fitted curve at half-maximal effect; % is scaled to controls: 0 for no effect and ±100 for the full control effect; nearly all actives have a fitted effect of over 75% in size
Target sequence (Q96KQ7 913-1193 limits assumed): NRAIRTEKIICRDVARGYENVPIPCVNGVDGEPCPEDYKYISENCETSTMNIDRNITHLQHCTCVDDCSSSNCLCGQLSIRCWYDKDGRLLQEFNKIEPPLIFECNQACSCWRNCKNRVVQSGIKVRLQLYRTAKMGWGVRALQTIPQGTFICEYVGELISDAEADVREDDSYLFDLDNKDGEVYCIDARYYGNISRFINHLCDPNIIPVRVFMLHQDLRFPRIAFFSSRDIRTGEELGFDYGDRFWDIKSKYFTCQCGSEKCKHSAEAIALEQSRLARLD
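Signal arises when biotinylated H3K9 peptide, once monomethylated, bridges streptavidin donor and antibody-captured acceptor beads. Enzyme at 20 nM was preincubated 15 min with test compounds; peptide 500 nM and SAM 20 uM then reacted for 2 h.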
ERG-DNA inh – blocks human ERG Ets domain binding to DNA | P11308 | fluorescence polarization, His-ERG Ets domain / labelled DNA | Potency, µM (series often up to 76.9 µM), without a hit: at the top dose FP activity, negative = inhibition, actives largely listed as inhibitors | hit rate 0.028% among 370,000; active = well fitted inhibition curve with a large enough effect in the polarisation, with a control signal flat; inconclusive = small, poorly fitted or top-dose-only effect, or effect the other way, or a change in a side signal; inactive = no such curve, though single readings can be large or run the other way; the % refers to the polarisation;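 also: polarization taken with two DNA probes labelled with fluorescein and Texas red; potency is read from the fitted curve at half-maximal effect; % of control where 0% means no effect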
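His-tagged ERG Ets domain (1 uM in the protein solution; 300mM KCl, 50mM Tris-HCl, 1mM EDTA, 1mM DTT, pH 7.5) received compound, then a probe mix of 5 nM fluorescein-DNA and 100nM Texas-615-DNA. Fluorescence polarization was read for both dyes.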
HP1b binding inh – inhibitors of HP1-beta chromodomain binding to methylated histone tails. P83916. AlphaScreen HP1-beta / biotin-H3K9me3 peptide binding. Potency, µM (series often up to 114 µM), for inactives: at the top dose activity change, negative = inhibition, most hits filed as inhibitors. hit rate 0.56% among 390,000. AID 540317; also: potency is read from the fitted curve at half-maximal effect; nearly all actives have a fitted effect of over 70% in size; inactives centre near 23
Target sequence (P83916 whole entry, looked up): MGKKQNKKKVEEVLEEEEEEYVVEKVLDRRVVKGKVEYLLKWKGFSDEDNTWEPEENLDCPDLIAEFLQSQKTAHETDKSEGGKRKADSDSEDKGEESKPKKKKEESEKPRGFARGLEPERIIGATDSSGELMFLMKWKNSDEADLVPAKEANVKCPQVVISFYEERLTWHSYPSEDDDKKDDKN
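Compound inhibition of the preformed complex between 50 nM HP1-beta and 50 nM biotinylated H3K9me3 peptide was read by AlphaScreen. Buffer was PBS pH 7.4 with 0.01% Tween-20. Incubations ran 30 min at room temperature, with 10 ug/mL donor/acceptor beads.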
GLS inh – inhibitors of human glutaminase (GLS); GLS enzymatic activity, qHTS titration; Potency, µM (doses to about 45.5 µM), inactives show top-dose activity change, negative = inhibition, usual class: inhibitors; hit rate 0.21% among 410,000; O94925; also: potency is read from the fitted curve at half-maximal effect; % is scaled to controls: 0 for no effect and ±100 for the full control effect
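Coupled fluorescence readout: glutamate oxidase/HRP/Amplex Red detect glutamate formed by hKGA from L-glutamine (1 mM solution added). Buffer 45 mM KH2PO4 pH 8.2, 0.02% Tween-20; reads at t0 and 30 min RT.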
Pin1 inh – blocks the human prolyl isomerase Pin1; Pin1 FP peptide displacement, HiFluor488, 10 min; Potency, µM (top dose mostly 115 µM), for the others: at the top dose activity, negative = inhibition, most hits filed as inhibitors; hit rate 0.009% among 390,000; AID 504891; active = well fitted inhibition curve with a large enough effect in the polarisation, with a control signal flat, not every such curve was filed as active; inconclusive = small, poorly fitted or top-dose-only effect, or effect the other way, or a change in a side signal; inactive = no such curve, though single readings can be large or run the other way; the % refers to the polarisation; also: potency is read from the fitted curve at half-maximal effect; % is scaled to controls: 0 for no effect and ±100 for the full control effect
Target sequence (Q13526 whole entry, looked up): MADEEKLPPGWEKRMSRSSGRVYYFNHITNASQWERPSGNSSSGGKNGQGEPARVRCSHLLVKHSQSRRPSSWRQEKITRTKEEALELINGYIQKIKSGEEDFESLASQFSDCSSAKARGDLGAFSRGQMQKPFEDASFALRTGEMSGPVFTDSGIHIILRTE
Tb PGK inh – inhibitors of T. brucei phosphoglycerate kinase; P07378; PGK/GAPDH coupled, Kinase-Glo luminescence, 60 min; Potency, µM (top dose mostly 57.5 µM), inactives show top-dose activity change, negative = inhibition, actives largely listed as inhibitors; hit rate 0.043% among 380,000; AID 602233; also: potency is read from the fitted curve at half-maximal effect; % is scaled to controls: 0 for no effect and ±100 for the full control effect; nearly all actives have a fitted effect of over 60% in size
Target sequence (P07378 whole entry, looked up): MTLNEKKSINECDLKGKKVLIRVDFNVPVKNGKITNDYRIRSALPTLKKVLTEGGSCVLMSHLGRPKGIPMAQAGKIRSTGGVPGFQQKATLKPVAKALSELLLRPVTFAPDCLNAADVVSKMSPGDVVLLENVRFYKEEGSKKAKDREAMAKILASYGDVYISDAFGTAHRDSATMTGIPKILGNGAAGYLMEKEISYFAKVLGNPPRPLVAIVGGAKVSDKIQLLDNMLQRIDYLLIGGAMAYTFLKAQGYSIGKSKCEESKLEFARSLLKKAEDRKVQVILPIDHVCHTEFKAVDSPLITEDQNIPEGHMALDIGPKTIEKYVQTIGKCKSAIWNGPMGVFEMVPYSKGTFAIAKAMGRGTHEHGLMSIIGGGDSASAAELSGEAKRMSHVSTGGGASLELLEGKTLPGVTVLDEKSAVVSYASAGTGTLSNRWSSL
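Recombinant glycosomal PGK reaction used 1,3-bisphosphoglycerate generated in-well by GAPDH (100nM final) in 100mM TEA pH 7.6, 5mM MgCl2, 0.01% Tween-20. After 60 minutes at room temperature, ATP was read by Kinase-Glo Plus luminescence end-point.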
JMJD2A Tudor inh – inhibitors of human JMJD2A Tudor domain; Potency, µM (top dose mostly 114 µM), inactives show at the top dose activity change, negative = inhibition, actives largely listed as inhibitors; AlphaScreen JMJD2A-Tudor / H3K4me3 peptide binding; O75164; hit rate 4.4% among 390,000; also: potency is read from the fitted curve at half-maximal effect; % is scaled to controls: 0 for no effect and ±100 for the full control effect; nearly all actives have a fitted effect of over 50% in size
PI4K2A inh – inhibitors of human PI4K2A | purified PI4K2A, ADP-Glo luminescence, 1 h; stronger effect = lower value | activity change, negative = inhibition, % at 76.9 µM | AID 1346378 | hit rate 0.13% among 420,000 | Q9BTU6; in the data active = activity change below about -50%; inconclusive = mostly about -30% to -49%;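 also: -100% = wells without enzyme as full effect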
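ADP-Glo luminescence measured ADP generated by PI4K2A enzyme (4 ug/mL before mixing) with 1.2 mM PI substrate (pre-mix) and 300 microM ATP (pre-mix). Tris pH7.5 buffer with MgCl2, Triton X-100; 1 h reaction at ambient temperature.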
BAZ2B block – inhibitors of human BAZ2B bromodomain; Q9UIF8; AlphaScreen BAZ2B-H3K14Ac peptide displacement; Potency, µM (series often up to 114 µM), for inactives: at the highest dose activity change, negative = inhibition, hits mostly inhibitors; hit rate 4.4% among 360,000; AID 504333; also: potency is read from the fitted curve at half-maximal effect; % is scaled to controls: 0 for no effect and ±100 for the full control effect; nearly all actives have a fitted effect of over 60% in size
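AlphaScreen luminescence quantifies BAZ2B engagement of H3K14Ac peptide; the protein and biotinylated peptide are both at 50 nM final, buffer PBS pH 7.4 with 0.01% Tween-20, all steps at room temperature.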
The depositor's hits bear a star; i = inactive; ? = inconclusive; · = no result given; [ ] = remark or other dose. Unless noted, calls follow the shape of the dose curve; as a rule, active = well fitted curve in the direction sought with a large enough effect; inconclusive = small, poorly fitted or top-dose-only effect, or another doubt; inactive = no such curve, though single readings can be large; an effect the other way counts as inactive or inconclusive.

Sequence of screens: JMJD2A Tudor inh, G9a inh, Tb PGK inh, PI4K2A inh, Pin1 inh, HP1b binding inh, BAZ2B block, ERG-DNA inh, GLS inh
1: CCOC(=O)C1CCCN(C(=O)c2nn(-c3ccc(C)cc3)c(=O)n(C)c2=O)C1 (stereo unspecified)
→ -6%, 5%[59 µM], -10%, 1, -8%, 19%[57 µM], -2%, ?, -15%
2: COCCCNC(=S)NNC(=S)Nc1ccccc1
→ 1.6µM*, ·, i, 0, 0%, -18%, -4%, 3%, ?
3: ClCCn1cnc2c(SCc3ccccc3)ncnc21
→ -3%, ·, i, 2, -1%, 21%[57 µM], ·, -8%, -10%
4: O=C(C1=COCCO1)N1CCN(S(=O)(=O)c2cccc(Cl)c2Cl)CC1
→ -13%, 6%[59 µM], i, 2, -2%, 19%, 12%, -3%, 0%
5: O=S(=O)(Cc1cc(N2CCOCC2)nc(-c2ccccn2)n1)c1ccccc1
→ -14%, 31%, 23%, -23, -9%, 22%, 3%, -5%, 11%
6: N#C/C(=N\Nc1ccc(F)cc1)C(=N)N1CCCCCC1
→ -6%, ?, -5%, -10, -4%, 31%, -18%, -1%, -1%
7: CC(C)(C)NC(=O)CN(Cc1ccc2c(c1)OCO2)C(=O)CCC(=O)Nc1nccs1
→ -2%, 40µM*, -8%, 1, -7%, 39%[activator], -21%, -2%, 11%
8: COc1cccc(NS(=O)(=O)c2ccc3c(c2)C2C=CCC2C(c2ccc(C(=O)O)cc2)N3)c1 (stereo unspecified)
→ 45µM*, 7.9µM*, -28%, -5, ?, ?, 45µM*, ·, ?
9: Cc1c(C(=O)N2CCCCC2)c(S(=O)(=O)Nc2cccc(Br)c2)c(C)n1C
→ -27%, 2%[59 µM], -1%, -4, 2%, 23%, -35%, 6%, -1%
10: O=C(CN1CCc2ccccc2C1)Nc1ccc(OC(F)(F)F)cc1
→ 30%, -14%[2.33 µM], -7%, 5, 2%, 85%[activator], 18%, -2%, -13%
11: Cc1ccc(S(=O)(=O)N2CCCCC2CCNC(=O)C(=O)NC2CC2)cc1 (stereo unspecified)
→ -5%, -8%, 11%, 2, -2%, 17%, 7%, ·, 5%
12: C=CCn1c(CCc2ccc(OC(C)C)cc2)n[nH]c1=S
→ -57%, 10%, -9%, -2, 7%, 9%, -11%, 3%, -10%
13: COc1nnc(-c2ccc(N3CCCCC3)c(NC(=O)c3ccccc3Cl)c2)c2ccccc12
→ -14%, -30%[59 µM], 1%, -3, 4%, 21%, -18%, 1%, 6%
14: O=C(Nc1nc2ccc([N+](=O)[O-])cc2s1)C1CCCO1 (stereo unspecified)
→ -8%, 18%, -1%, -5, -1%, 7%, -27%, 0%, 0%
15: Cc1nn(CC(=O)Nc2ccc(Cl)cn2)c(C)c1[N+](=O)[O-]
→ 5%, 17%, -4%, -6, -10%, 27%, 9%, -26%, 2%
16: Cc1cccc(-c2cccc(NC(=O)C3CCCN(C(=O)c4cccnc4)C3)c2)c1 (stereo unspecified)
→ -23%, 6%[0.501 µM], i, -2, 0%, 22%, ?, 2%, 13%
17: CCOC(=O)C1CCCN(c2c(NCc3ccco3)c(=O)c2=O)C1 (stereo unspecified)
→ -10%, ?, 5%, 0, 5%, 47%[activator], 9%, 5%, 21%
18: CN(Cc1nc(-c2ccncc2)no1)S(=O)(=O)c1ccc(Br)cc1
→ 4%, -1%[59 µM], 8%, 0, 2%, 52%[activator], -4%, -4%, 14%
19: COc1ccc(NC(=O)c2c(N)no[n+]2[O-])c(OC)c1
→ -11%, 19%, 12%, -4, 5%, 43%[activator], 1%, -1%, 14%
20: CCOC(=O)C1(CCOc2ccccc2)CCN(CC=C(C)C)CC1
→ -6%, ·, i, -6, -5%, 39%, 13%, -8%, -9%
21: COc1ccc(C(=O)NNC(=O)COc2ccc(Cl)cc2)c(OC)c1
→ -17%, ·, 1%, -3, -3%, 34%[activator], -3%, 3%, 11%
22: CCN1CCn2c1nc(N1CCOCC1)nc2=O
→ -14%, -11%[59 µM], -7%, -4, -8%, 13%, 11%, ·, 2%
23: COc1ccc(-c2cc(C(=O)NCc3ccc(Cl)cc3)no2)cc1OC
→ -8%, 14%[12.7 µM], i, -1, -7%, 18%, -2%, -3%, -2%
24: CCOc1ccc(CSC2=NCCN2)cc1[N+](=O)[O-]
→ -9%, 10%[59 µM], 2%, -6, -3%, 11%, 4%, 0%, 0%
25: CCOC(=O)C1CCN(C(=O)CSc2n[nH]c(-c3ccc(OC)cc3)n2)CC1
→ 1%, 6%[59 µM], 0%, 2, -1%, 33%[57 µM], 5%, 6%, -9%
26: Cc1ccc2c3c(c(SCC(=O)Nc4nonc4C)nc2c1)CCCC3
→ -19%, 4%[2.33 µM], -1%, -3, 8%, 15%, -6%, 5%, -3%
27: Cc1ccc(OCC(=O)Nc2ccccc2C(=O)OCc2cc(=O)n3c(C)csc3n2)cc1
→ -13%, 4%[12.7 µM], 3%, -7, 8%, 46%[activator], ?, -1%, 9%
28: CCOC(=O)CNC(=O)Cn1cnc2sc(C)c(S(=O)(=O)N3CCC(C)CC3)c2c1=O
→ -6%[57.1 µM], ?, 7%, -5, 1%, 33%, 3%, 0%, -1%
29: COc1ccc(NC(=O)c2cccnc2Sc2ccccc2)c(OC)c1
→ -16%, ?, i, -6, 0%, 36%, -24%, -2%, -10%
30: CC(=O)Nc1ccc(NC(=O)c2ccc(COc3ccc(Cl)cc3Cl)o2)cc1
→ -9%, 7%[59 µM], -3%, 3, 1%, 31%, 1%, 11%, 2%
31: COc1cccc(CNC(=O)c2nc(Cn3nc(C)c(Br)c3C)no2)c1
→ -15%, ?, 1%, 1, 2%, 43%[activator], -17%, 2%, -9%
32: Cc1ccc(-c2noc(CN(C3CCCCC3)S(=O)(=O)c3ccc(C)cc3)n2)cc1
→ 4%, 12%[59 µM], -1%, -13, 3%, 38%[activator], -5%, 1%, 6%
33: CCc1ccc(Sc2cc(C(=O)NC(C)CC)c3ccccc3n2)cc1 (stereo unspecified)
→ -2%, 12%[59 µM], -4%, 4, 0%, 3%, 8%, 5%, 2%
34: COc1ccc(-n2c(-c3ccc(Cl)cc3)cc3c2CC(C)(C)CC3=O)c(OC)c1
→ 14µM*, 13µM*, -13%, 2, 3%, ?, 11µM*, 2%, 0%
35: N/C(=N\OC(=O)c1ccc(Cl)cc1)c1ccc(Cl)cc1
→ 5%, -4%[59 µM], 4%, 0, -18%, 40%, 37%[activator], -3%, 1%
36: Cc1ccc(N(C)C(CNS(=O)(=O)c2ccccc2)c2ccccc2)cc1 (stereo unspecified)
→ ?, ?, ·, -1, 3%, -5%, ?, -1%, 28%
37: COc1ccccc1C(=O)Nc1ccnn1C1CCN(Cc2csc(C(C)=O)c2)CC1
→ -8%, -6%[0.0925 µM], -2%, -2, 4%, 19%, -4%, -1%, 19%
38: COc1cc(NC(=S)NC(=O)CC(C)C)ccc1NC(=O)c1cc2ccccc2o1
→ -30%, -9%[59 µM], i, 7, -3%, 20%, 7%, 16%, 0%
39: Cc1cccc(-c2nnc(NC(=O)c3ccco3)s2)c1
→ -9%, 3%[12.7 µM], -7%, 0, 38%[activator], 42%[activator], 0%, -14%, -9%
40: COc1ccccc1OCCn1c(CO)nc2ccccc21
→ -17%, -33%, -6%, 0, -10%, 30%, -8%, 6%, -1%
41: Cc1cc(NC(=O)CSc2nc3cc(Cl)ccc3c(=O)n2C(C)C)no1
→ -20%, 4%, i, -2, 0%, 7%, 12%, -8%, 7%
42: CNS(=O)(=O)c1cccc(C(=O)OCC(=O)c2ccc(S(=O)(=O)N3CCCCC3)cc2)c1
→ -14%, 28µM*, 2%, -7, 14%, 41%[activator], -34%, -2%, 8%
43: C/C(Cn1nnc2ccccc21)=N\OC(=O)c1cc(F)c(F)cc1Cl
→ 2%, 5%, -2%, 1, 1%, 84%[activator], -2%, -4%, -2%
44: COc1ccccc1NC(=S)N(Cc1ccc(C(=O)O)cc1)Cc1ccc(OC)c(OC)c1
→ -19%, ?, i, -5, 0%, 55%[activator], -29%, 6%, 2%

Exported as tab-separated lines: part of the list above
no.	SMILES	JMJD2A Tudor inh	G9a inh	Tb PGK inh	PI4K2A inh	Pin1 inh	HP1b binding inh	BAZ2B block	ERG-DNA inh	GLS inh
38	COc1cc(NC(=S)NC(=O)CC(C)C)ccc1NC(=O)c1cc2ccccc2o1	-30%	-9%[59 µM]	i	7	-3%	20%	7%	16%	0%
39	Cc1cccc(-c2nnc(NC(=O)c3ccco3)s2)c1	-9%	3%[12.7 µM]	-7%	0	38%[activator]	42%[activator]	0%	-14%	-9%
40	COc1ccccc1OCCn1c(CO)nc2ccccc21	-17%	-33%	-6%	0	-10%	30%	-8%	6%	-1%
41	Cc1cc(NC(=O)CSc2nc3cc(Cl)ccc3c(=O)n2C(C)C)no1	-20%	4%	i	-2	0%	7%	12%	-8%	7%
42	CNS(=O)(=O)c1cccc(C(=O)OCC(=O)c2ccc(S(=O)(=O)N3CCCCC3)cc2)c1	-14%	28µM*	2%	-7	14%	41%[activator]	-34%	-2%	8%
43	C/C(Cn1nnc2ccccc21)=N\OC(=O)c1cc(F)c(F)cc1Cl	2%	5%	-2%	1	1%	84%[activator]	-2%	-4%	-2%
44	COc1ccccc1NC(=S)N(Cc1ccc(C(=O)O)cc1)Cc1ccc(OC)c(OC)c1	-19%	?	i	-5	0%	55%[activator]	-29%	6%	2%

Screening results as filed in PubChem BioAssay.

Outcome played no part in choosing rows. About 11% of those tested had a hit in this group.
